PMI act hi M6P: PMI (human) activation, high substrate; coupled PMI enzyme assay, resazurin fluorescence, 20 min; active compounds read high; 1 = untreated enzyme, 0 = substrate-free blank; P34949; 190,000 tested, 0.34% active; activation factor at 20 µM;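 active = activation factor of 2 or more at 20 µM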
Target sequence (P34949 whole entry, looked up): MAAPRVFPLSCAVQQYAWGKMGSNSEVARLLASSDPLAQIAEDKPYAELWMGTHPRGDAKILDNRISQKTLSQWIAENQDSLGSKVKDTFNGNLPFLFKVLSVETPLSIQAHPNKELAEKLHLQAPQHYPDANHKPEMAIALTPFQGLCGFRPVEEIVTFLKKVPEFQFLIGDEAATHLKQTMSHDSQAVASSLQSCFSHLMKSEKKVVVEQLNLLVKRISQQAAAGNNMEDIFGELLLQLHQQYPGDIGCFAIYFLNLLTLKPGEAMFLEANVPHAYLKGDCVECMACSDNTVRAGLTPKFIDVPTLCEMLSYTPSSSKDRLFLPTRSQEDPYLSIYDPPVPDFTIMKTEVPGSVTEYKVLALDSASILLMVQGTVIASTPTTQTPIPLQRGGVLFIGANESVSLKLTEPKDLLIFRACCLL
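Test system: human phosphomannose isomerase with PGI, G6PDH, diaphorase coupling enzymes / Doses: 20 µM compound, 1% DMSO / Times: enzyme reaction with compound 20 min at room temperature / Measured by: Diaphorase-driven resazurin-to-resorufin fluorescence, excitation 544, emission 590 nm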
PPARg SRC-2 ag: promotes SRC-2 coactivator recruitment by human PPARgamma | P37231 | PPARgamma LBD-SRC-2 recruitment, biochemical | activation, % at 8 µM | 200,000 tested, 0.34% active; in the data active = activation above about 22%;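 also: 0% = vehicle and 100% = reference agonist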
PMI activator: phosphomannose isomerase (human) activation; purified human PMI, coupled resazurin fluorescence, 20 min; active compounds read high; 1 = vehicle control, 0 substrate-free wells; activation factor at 20 µM; 190,000 tested, 0.005% active; AID 1214;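 active = activation factor of 2 or more at 20 µM, relative to plate controls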
Diaph inh CS: diaphorase inhibition or chemical oxidation counter-screen; diaphorase resazurin-to-resorufin fluorescence, NADH, 16 min; bacterial (C. kluyveri) enzyme, not human; inhibition, % at 20 µM; 190,000 tested, 0.69% active;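 active = primary screen inhibition at 20 µM above a set limit, cut at about 50% in these data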;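 also: plate controls were DMSO with full reaction for no effect and wells lacking NADH for full effect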
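Test system: bacterial diaphorase enzyme (C. kluyveri); Quantity: 0.14 U/mL diaphorase, enzyme working solution; Times: reaction incubation of 16 min at room temperature; Measured by: fluorescence of resorufin formed from resazurin, Ex 544/Em 590 nm; Benchmarks: positive control minus NADH, DMSO neutral control.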
TR-FRET SRC-2 ct: flags TR-FRET format artefacts in PPARgamma SRC-2 recruitment agonist screen; TR-FRET artefact counter-screen; active compounds read high; TR-FRET ratio at 8 µM; 200,000 tested, 0.4% active; AID 1049; in the data active = TR-FRET ratio above about 2000; also: inactives centre near 1500
S1P3 antag: antagonists of human S1P3 receptor; Q99500; CHO S1P3 NFAT-BLA reporter, FRET fluorescence, antagonist mode; inhibition, % at 4.98 µM; 170,000 tested, 0.27% active;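 active = inhibition above the plate cutoff, the mean inhibition of test wells on that plate plus 3 SD, cut at about 28% in these data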;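 also: cells challenged with S1P at its EC80 of 0.8 µM; blue over green emission ratio from cleaved BLA substrate after 4 h stimulation; 0% = S1P-stimulated wells and 100% = unstimulated DMSO-only wells; some compounds past the cut are filed as inactive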
Target sequence (Q99500 whole entry, looked up): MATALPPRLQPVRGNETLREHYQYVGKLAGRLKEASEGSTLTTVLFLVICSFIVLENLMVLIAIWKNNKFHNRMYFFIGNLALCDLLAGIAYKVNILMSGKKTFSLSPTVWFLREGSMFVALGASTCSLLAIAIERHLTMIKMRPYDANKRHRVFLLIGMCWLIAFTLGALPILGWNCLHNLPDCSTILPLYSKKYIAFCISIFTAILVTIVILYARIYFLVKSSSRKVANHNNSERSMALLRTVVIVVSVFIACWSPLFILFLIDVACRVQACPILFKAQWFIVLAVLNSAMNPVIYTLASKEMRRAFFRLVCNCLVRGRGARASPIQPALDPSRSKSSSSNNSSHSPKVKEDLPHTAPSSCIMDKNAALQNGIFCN
PPARg SRC-3 ag: promotes SRC-3 coactivator recruitment by human PPARgamma; P37231; biochemical PPARgamma/SRC-3 coactivator recruitment assay; activation, % at 8 µM; 200,000 tested, 0.26% active; AID 731; in the data active = activation above about 23%;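 also: 0% = DMSO and 100% = reference agonist; some compounds past the cut are filed as inactive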
Diaph act CS: activates diaphorase or chemically reduces, flagging diaphorase assay artifacts. Diaphorase/resazurin coupled assay, resorufin fluorescence, 16 min; active compounds read high; 1 = vehicle wells, 0 = NADH-free wells. activation factor at 20 µM. 190,000 tested, 0.005% active. AID 1229;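 active = diaphorase activity raised at least twofold by the compound at 20 µM; inactive = activation factor below 2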
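Assay system: bacterial diaphorase enzyme (C. kluyveri) / Input: enzyme 0.07 U/mL final / Medium: 50 mM HEPES pH 7.4 with 4.542 mM MgCl2, 0.005% Tween 20 / Doses: single compound dose of 20 µM, 1% DMSO final / Incubation: 16 min enzyme reaction, ambient temperature / Signal: fluorescence, excitation 544 nm and emission 590 nm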
PPARg SRC-1 ag: PPARgamma-driven SRC-1 recruitment agonism; activation, % at 8 µM; PPARgamma-SRC-1 coactivator recruitment biochemical assay; 200,000 tested, 0.41% active; P37231; AID 631; in the data active = activation above about 19%;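 also: 0% = DMSO and 100% = reference agonist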
ROMK mod: modulators of human ROMK potassium channel; P48048; Tet-inducible ROMK, thallium flux fluorescence; actives lie on both sides; B-score at 10 µM; 130,000 tested, 2% active; AID 1918;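 active = signal ratio slope over the read window, or its plate-corrected B-score, at least 3 SD from the plate mean, either direction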;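 also: B-score of the F/F0 ratio slope over 7 to 12 s after thallium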
G6PDH CS: L. mesenteroides G6PDH inhibition counter-screen; AID 1020; inhibition, % at 5 µM; Purified L. mesenteroides G6PDH, diaphorase/resazurin coupled fluorescence, 45 min; 200,000 tested, 0.12% active; in the data active = inhibition above about 50%
An asterisk follows results filed as active; nt = not tested or not shown.

SMILES	PMI act hi M6P	PPARg SRC-2 ag	PMI activator	Diaph inh CS	TR-FRET SRC-2 ct	S1P3 antag	PPARg SRC-3 ag	Diaph act CS	PPARg SRC-1 ag	ROMK mod	G6PDH CS
COc1cc(C(=O)NC(=S)Nc2ccc(Cl)c(C(=O)O)c2)cc(OC)c1OC	1.1	1	1	11	1637	nt	-1	0.9	7	nt	-1
Cc1cccc(OCC(=O)NC2CCCc3ccccc32)c1C (centres undefined)	0.9	14	1	10	1806	-9	7	0.9	2	-0.4	-5
CC1(C)CC(=O)C2=C(C1)Nc1nc(SCCN3CCOCC3)[nH]c(=O)c1C2c1cccs1 (centres undefined)	1.1	20	1.1	9	1732	nt	3	0.9	3	0.41	10
O=C(Nc1ccc(OC(F)F)c(Cl)c1)Nc1ccc2c(c1)OCO2	0.8	8	0.8	24	1713	35	-1	0.8	3	nt	-33
CS(=O)(=O)N(CC(=O)Nc1ccccc1Sc1ccccc1)c1ccc(F)cc1	0.8	7	0.8	26	1604	nt	7	0.7	5	nt	0
O=C(NCCc1c[nH]c2ccccc12)C(=O)NCC(c1ccco1)N1CCN(c2ccccc2)CC1 (centres undefined)	1	-6	0.9	21	1481	-10	-2	0.8	-1	0.37	-19
Cc1cc2oc(=O)cc(CN3CCCCC3C)c2c(C)c1Cl (centres undefined)	0.9	7	1	16	1834	-11	-1	0.8	6	nt	-2
COc1ccc(S(=O)(=O)n2cnc3cc(C)c(C)cc32)cc1C	0.9	-1	0.9	12	1717	10	-2	0.9	-2	nt	-18
Cc1cc(NS(=O)(=O)c2ccc(NC(=S)NC(=O)c3ccccc3)cc2)no1	1	-1	0.9	9	1620	-6	3	0.9	3	0.16	4
CC(C)c1ccc(C2CC(=O)N3CN(C)CSC3=C2C#N)cc1 (centres undefined)	0.7	2	0.6	36	1496	-44	-3	0.6	9	nt	19
CCc1sc(N(C(=O)Cc2ccccc2)c2ccc(F)cc2)nc1-c1ccccc1	0.9	8	0.9	20	1426	nt	-2	0.8	0	0.25	0
CCCCOC(=O)Nc1nc2ccccc2s1	1	11	1	1	1543	nt	1	1	6	nt	0
Cc1nn(CC(=O)NCCN2CCOCC2)c(C)c1[N+](=O)[O-]	1.1	-1	1.1	-20	1415	nt	-1	1.2	-4	0.52	6
CC(=O)c1sc(NC(=O)c2ccccc2F)nc1-c1ccccc1	0.9	7	1	17	1756	-2	6	0.8	9	-0.47	-3
COc1ccc(NC(=O)N2CCN(S(C)(=O)=O)CC2)cc1	0.8	15	1	15	1663	-26	3	0.8	0	0.89	8

The closing four records of the section above open the next one.
SMILES	PMI act hi M6P	PPARg SRC-2 ag	PMI activator	Diaph inh CS	TR-FRET SRC-2 ct	S1P3 antag	PPARg SRC-3 ag	Diaph act CS	PPARg SRC-1 ag	ROMK mod	G6PDH CS
CCCCOC(=O)Nc1nc2ccccc2s1	1	11	1	1	1543	nt	1	1	6	nt	0
Cc1nn(CC(=O)NCCN2CCOCC2)c(C)c1[N+](=O)[O-]	1.1	-1	1.1	-20	1415	nt	-1	1.2	-4	0.52	6
CC(=O)c1sc(NC(=O)c2ccccc2F)nc1-c1ccccc1	0.9	7	1	17	1756	-2	6	0.8	9	-0.47	-3
COc1ccc(NC(=O)N2CCN(S(C)(=O)=O)CC2)cc1	0.8	15	1	15	1663	-26	3	0.8	0	0.89	8
Cc1nc2ccc(S(=O)(=O)NCC(=O)N3CCC(N4CCCCC4)CC3)cc2s1	1.1	8	1	4	1645	-5	-7	1	-1	nt	-3
Cc1ccnc(NC(=O)c2ccco2)n1	1	3	1	2	1445	9	-7	1	9	-0.019	4
COC(=O)c1cc(=O)n(Cc2cccs2)c(=Nc2ccc(F)cc2)s1	1	-7	0.9	25	1427	-5	1	0.7	-4	nt	9
C(=N\n1cnnc1)/C1CCCCC1	0.9	5	0.8	24	1405	nt	-7	0.8	-3	nt	5
Cc1ccsc1CNC1C2CC3CC(C2)CC1C3 (centres undefined)	1	4	1	6	1485	9	2	0.9	2	-1.2	13
C/C(=N\NC(=O)c1ccc(CSc2nncn2C)cc1)c1ccc(C#N)cc1	1	2	0.9	14	1575	-5	3	0.9	4	nt	-18
O=C(Cc1ccccc1)N1CCNCC1	1.1	-2	1.1	7	1437	2	0	0.9	5	0.76	-1
O=C1NC(=S)N/C1=C/c1cc([N+](=O)[O-])ccc1O	1.1	1	1	9	1673	nt	10	0.9	3	-0.44	4
COc1cccc(/C=N/NC(=O)c2ccccc2)c1OS(=O)(=O)c1ccccc1	1	8	1	18	1590	17	1	0.8	-1	-0.028	-5
CCOC(=O)Cc1csc(NC(=O)CCSc2ccccc2)n1	1	4	1	12	1475	-6	1	0.9	4	0.24	2
Cc1c(C(N)=O)sc2ncn(CC(=O)NCCc3ccccc3)c(=O)c12	1.1	6	1.1	7	1590	3	-2	0.9	7	0.061	5
Cc1ccc(O)c(/C=N/NC(=O)c2[nH]ncc2Br)c1	1.3	-1	1.1	-2	1604	23	-1	1	0	0.41	-15
N/C(=N\OC(=O)COc1ccc(Cl)cc1Cl)c1ccncc1	0.8	4	0.8	26	1692	7	1	0.7	6	0.1	9
COc1ccc(CN2C(=O)NC3(CCCCC3)C2=O)cc1F	0.9	3	0.9	20	1459	nt	7	0.8	-2	-0.25	4
CCCCn1c(CCC(=O)O)nc2cc(S(=O)(=O)N(C)C)ccc21	1	-3	1	8	1815	-5	5	0.9	5	-0.068	9
CCOc1ccccc1NC(=O)CN1C(=O)CSC(C)C1=O (centres undefined)	1.1	1	1.1	5	1675	-16	-2	1	9	0.23	7
Cc1ccc(C(=O)N2CCSCC2)cc1	1.1	10	1.2	3	1656	nt	-1	1	-5	0.52	11
COc1ccc(N2CCN(C(c3cc(OC)ccc3OC)c3nnnn3Cc3ccco3)CC2)cc1 (centres undefined)	0.9	9	0.8	34	1576	10	-1	0.7	8	nt	-35
CCOC(=O)C1=C(C)NC(=O)NC1	1	2	1	19	1591	nt	-6	0.8	5	nt	1
O=C(CN1CCN(c2ncccn2)CC1)Nc1ccccc1C(F)(F)F	1	4	1	-9	1550	-15	0	1.1	-1	-0.25	7
Cc1cc(C)c(S(=O)(=O)NCCc2ccccc2)c(C)c1	0.9	7	0.9	13	1743	6	8	0.9	2	-1.7	10
CCOC(=O)Cn1c(=O)oc2cc(S(=O)(=O)N3CCCC(C(=O)OCC)C3)ccc21 (centres undefined)	0.9	-5	1	14	1521	-6	-1	0.9	-5	nt	8
COC(=O)c1ccc(-c2noc(CN(C)CC3CCCCO3)n2)cc1 (centres undefined)	1.1	0	1.1	-16	1577	8	0	1.2	4	0.41	-4
Cc1cc(C)nc(Sc2ncnc(N)c2[N+](=O)[O-])n1	1	-1	1	1	1430	6	-1	1	-1	0.36	0
CCOC(=O)c1c(NC(=O)CSc2nnc(CNc3ccc(F)cc3)o2)sc(C)c1C	0.9	7	1	29	1652	-3	7	0.7	7	-0.55	23
COc1ccc(CNC(=O)c2cnn3c(C(F)F)cc(C)nc23)cc1	1	2	1	17	1420	nt	-12	0.8	0	-0.73	-1
O=C(CCCO)N/N=C/c1ccccc1[N+](=O)[O-]	0.9	-1	0.9	13	1726	4	6	0.9	-1	0.91	2
Cc1ccc(-c2ccc(CCC(=O)O)n2-c2ccc(O)cc2)cc1	0.7	-4	0.8	24	1594	nt	4	0.8	3	nt	8
Cn1c(=O)[nH]c(=O)c2c1nc(N1CCCCCC1)n2CCCSc1nc2ccccc2o1	0.8	1	0.9	22	1495	17	12	0.8	-4	nt	-40
Cc1cc(Br)ccc1-n1[nH]c(C)c(C=Nc2cccc3nsnc23)c1=O	0.3	4	0.5	61*	1570	-6	0	0.4	4	0.031	15
CCC1(CC)C(=O)N(C)C(=O)NC1=Nc1ccccc1	1.1	-2	1.1	5	1672	8	9	1	3	0.32	12
CC/C(=N\NC(=O)c1csc(C)c1C)c1cccs1	1	0	1.1	5	1547	nt	10	1	5	nt	4
Cc1nnc(SCC(=O)Nc2nc(C(C)(C)C)cs2)s1	0.9	2	1	18	1605	nt	1	0.8	14	-1.2	-1
COCCCN=C(c1ccco1)n1c(=S)nc(-c2ccco2)n(CCCOC)c1=S	0.5	6	0.5	10	1476	nt	-5	0.9	-2	nt	3
Cc1ccc(/C(N)=N/OC(=O)c2ccc3c(c2)OCO3)cc1	1	-7	0.9	16	1513	-4	1	0.8	-7	-0.78	0
CC(C)Cc1nc2n[nH]c(N)c2c2c1CCCC2	0.9	-4	0.9	15	1409	nt	3	0.9	3	-0.57	3
COC(=O)CC1=NC(=O)CS1	1	2	1.1	8	1566	nt	-2	0.9	4	0.77	5
N/C(=N\OC(=O)c1cccc([N+](=O)[O-])c1)c1cccnc1	1	0	0.9	6	1388	4	1	0.9	3	-0.016	-4
Cc1cc(C(=O)Nc2ccon2)cs1	1	5	0.9	-4	1415	-35	-7	1	0	nt	4
O=C(OCC(=O)N1CCN(C(=O)c2ccco2)CC1)c1cc(-c2cccc(Br)c2)nc2ccccc12	0.9	6	0.9	18	1635	nt	2	0.8	4	-0.054	2
O=C(CSc1nc2ccc(NC(=O)CSc3nnnn3Cc3ccccc3)cc2s1)Nc1ccccc1	0.9	5	0.9	15	1852	nt	16	0.8	8	0.11	5
CCCCNC(=O)CSc1nc(CCC)nc2ccccc12	1	6	1	3	1519	-1	31*	1	31*	0.031	6
CCOc1cc(OCC)cc(C(=O)Nc2cccnc2)c1	1.1	6	1.1	10	1805	nt	3	0.9	10	nt	7
CCOC(=O)C1=C(c2ccccc2)O/C(=C(\C(=O)OC)C(F)(F)F)S1	1.1	1	1.1	-12	1754	nt	12	1.1	7	1.1	12
Cc1ccc(CNC(=O)CCCn2c(=O)[nH]c3ccccc3c2=O)cc1	1	5	1	11	1453	-23	11	0.9	4	0.017	-2
O=C(Nc1ncc(Cc2cccc(Cl)c2Cl)s1)C1CCCO1 (centres undefined)	nt	3	nt	nt	1647	-17	5	nt	6	-0.47	11
Cc1cc(C)n2c(SCC(C)C)nnc2n1	1	9	1	3	1841	-1	2	1	-4	nt	12
O=C1CSC(=Nc2ccccc2)N1	1	6	0.9	9	1638	nt	3	0.9	0	1.1	2
